Source: PubChem BioAssay
CRFR2-BP ag: agonists of CRF-BP/CRF-R2 complex, primary screen, cell-based, HEK293, calcium dye fluorescence, uHTS; CRF-binding protein / CRF receptor 2 complex (human); calcium dye fluorescence (FLIPR); percent of saturating CRF peptide response; activation, % at 13.2 µM; actives 0.46% (n = 350,000); AID 588473, 2011;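 active = activation of at least 50%, plus an integration ratio under a set limit after plate pattern correction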;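 also: plate controls were neutral control wells without compound for no effect and CRF at EC100 for full effect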
CRFBP-R2 block: antagonists of CRF-BP/CRF-R2 complex, primary screen, cell-based, HEK293, calcium dye fluorescence, uHTS | CRF-induced calcium fluorescence | inhibition, % at 11.8 µM | actives 0.59% (n = 350,000) | AID 588475, 2011;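 active = inhibition of the ligand-induced calcium signal above about 50% at the single tested concentration, limit read from the data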
GalR3 antagonist: GalR3 antagonists in HEK293 cells, primary screen, cell-based, fluorescence readout; Galanin receptor type 3 (Homo sapiens), O60755; actives 0.44% (n = 360,000); AID 651719, 2012; inhibition, % at 3 µM; HEK293 GalR3-CNG cAMP membrane potential fluorescence; galR3 body fused to GalR1 C-terminus;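 active = inhibition above the screen-wide average plus 3 SD, cut at about 13% in these data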;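 also: forskolin and galanin both at EC90 stimulate the cells; cAMP rise reported by CNG channel membrane potential dye signal; 0% = forskolin plus galanin with DMSO and 100% = forskolin alone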
Target sequence (O60755 1-299 limits assumed): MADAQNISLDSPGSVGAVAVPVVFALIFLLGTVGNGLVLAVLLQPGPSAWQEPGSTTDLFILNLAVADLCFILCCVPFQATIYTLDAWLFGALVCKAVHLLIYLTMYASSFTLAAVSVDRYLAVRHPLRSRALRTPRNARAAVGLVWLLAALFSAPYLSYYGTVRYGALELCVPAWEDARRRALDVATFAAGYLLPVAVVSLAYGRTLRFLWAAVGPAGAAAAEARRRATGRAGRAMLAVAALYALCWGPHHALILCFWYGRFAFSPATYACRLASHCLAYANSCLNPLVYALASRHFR
Numbers without * were called inactive. These rows are one share of the data; rates above refer to the full screens.

mol	CRFR2-BP ag	CRFBP-R2 block	GalR3 antagonist
COc1ccc(OC(=O)OCc2ccccc2)cc1	1.2	-25.7	-5.5
CN(CC(=O)Nc1ccccc1N1CCCC1)S(=O)(=O)c1ccc(F)cc1	-1.1	-13.9	-3.5
CCCCSc1n[nH]c(=S)c2nc[nH]c12	-6.2	-3.6	-3.9
CC1CN(CCc2ccccc2)C(C)C/C1=N/O (centres undefined)	0.0	7.1	-0.3
Cc1ccc(C)c(C(=O)COC(=O)c2c(-c3ccccc3)noc2C)c1	-0.7	8.1	5.5
O=C(c1ccc(CS(=O)c2ccccc2Cl)o1)N1CCN(C2CCCCC2)CC1 (centres undefined)	26.7	-70.2	3.9
CC1(C)C(=O)Nc2ccccc2N1C(=O)COC(=O)CSc1ccc(F)cc1	1.0	-0.3	0.9
CCCCCCn1c(=O)n2n(c1=O)[C@@H]1CN(S(=O)(=O)c3ccc(C)cc3)C[C@]1(O)[C@@H](OC(=O)NCc1ccco1)C2	-0.5	9.9	-6.2
CNC(=O)c1ccc(NC(=O)C2CCN(S(=O)(=O)c3cccc(C(F)(F)F)c3)CC2)cc1	0.7	-7.7	-6.9
CC(OC(=O)c1ccc(S(=O)(=O)N2CCOCC2)cc1)c1ccccc1 (centres undefined)	-0.6	15.1	-5.0
COC(=O)[C@]1(C)N[C@H](CN(C)C(=O)c2ccc(C)cc2)[C@@H]2C(=O)N(C)C(=O)[C@@H]21	1.2	-9.4	-5.3
Cc1ccc(C)c(Oc2ccc(S(=O)(=O)N3CCN(C)CC3)cn2)c1	-2.0	10.3	2.0
COc1cc(C(=O)N(Cc2ccccc2)c2cccc(C)c2)ccc1OCC(=O)N1CCOCC1	0.1	-3.6	-2.5
Cc1cccc(N2N=C(C(=O)Nc3ccc(Cl)c(S(=O)(=O)N4CCOCC4)c3)CCC2=O)c1	1.4	-4.5	-3.5
O=C(OC12CC3CC(CC(C3)C1)C2)c1ccc(NCc2cc(O)ccc2O)cc1	-1.7	0.0	-3.3
Cc1ccc(NC(=O)CN(C)C(=O)CNC(=O)c2cccs2)cc1	-0.3	-14.5	0.4
CCOC(=O)N1CCC2CC1c1cc(-c3cccc(OC)c3)ccc12 (centres undefined)	1.0	4.3	-4.5
COc1ccc(CCNC(=O)COC(=O)/C=C/c2ccc3c(c2)OCO3)cc1OC	-3.0	-10.2	-1.6
O=C1C=C(c2ccc3c(c2)oc2ccccc23)C[C@@H](c2ccc(Cl)cc2)C1	5.0	-5.1	9.1
O=C1[C@H](Cc2ccccc2)NCCCC[C@H](c2ccc(Cl)cc2)N1Cc1ccccc1	5.7	2.8	-5.5
CC1CCCN(C(=O)c2cc(-c3cccs3)nc3ccccc23)C1 (centres undefined)	-0.1	-6.7	-7.7
COC(=O)c1cc2c(ccc3ccccc32)oc1=O	0.1	5.2	-5.3
CCCCCCn1c(=O)n2n(c1=O)C[C@]1(OC(=O)NCc3ccccc3)CN(S(=O)(=O)c3ccc(C)cc3)C[C@]1(O)C2	2.2	3.9	-1.6
O=C(Nc1ccccc1)C1CCN(S(=O)(=O)c2cccs2)CC1	0.4	-2.1	-3.9
COCCn1c(C)cc(C(=O)COC(=O)/C=C/c2c(C)nn(C3CCS(=O)(=O)C3)c2Cl)c1C (centres undefined)	-0.3	10.2	0.4
O=C(CSc1ccccc1)N1CCN(c2ccc(F)cc2)CC1	-2.9	21.6	-8.5
N#CCCN(C(=O)COC(=O)CNC(=O)c1cccs1)c1ccc(F)cc1	3.8	-25.1	0.0
O=S1(=O)c2c(F)cccc2O[C@@H](COCc2ccccc2)CN1CCc1ccc(F)cc1	10.3	-9.9	-6.8
COCCN(C(=O)COC(=O)c1ccccc1Cc1ccccc1)c1c(N)n(Cc2ccccc2)c(=O)[nH]c1=O	0.2	-5.0	-1.9
CN(C(=O)COC(=O)/C=C/c1ccc(C(F)(F)F)cc1)c1c(N)n(Cc2ccccc2)c(=O)[nH]c1=O	-1.1	-2.0	-3.4
CCN(CC)c1ccc(NC(=O)COC(=O)Cc2ccsc2)cc1	0.8	5.4	0.3
C[C@@H]1CCCCO[C@H](CN(C)C(=O)Nc2ccccc2)[C@@H](C)CN([C@H](C)CO)C(=O)c2cc(NS(=O)(=O)c3cn(C)cn3)ccc2O1	1.7	-1.3	-3.2
O=C(Cc1ccc([N+](=O)[O-])cc1)c1ccccc1	-2.5	13.5	-1.5
Cc1ccccc1-c1nnc(-c2cccc3ccccc23)o1	7.7	5.9	-4.0
COc1ccccc1CCC(=O)N1CCN(S(=O)(=O)c2cc(C(F)(F)F)ccc2Cl)CC1	-0.1	5.4	-2.6
COc1ccc(-c2noc(CCC(=O)N3CCN(c4ccc(C(F)(F)F)cc4)CC3)n2)cc1	7.8	0.5	-3.0
CCOc1ccc(NC(=O)CN(C)C(=O)Cc2n[nH]c(=O)c3ccccc23)cc1OCC	0.1	6.4	-0.5
O=C(C1CCCN1C(=O)c1cccs1)N1CCN(S(=O)(=O)c2ccc(F)cc2)CC1 (centres undefined)	-1.2	4.5	-5.3
COc1ccc(OC)c(NC(=O)CSc2nnc3ccc(-c4ccccn4)nn23)c1	-4.5	-6.4	-3.4
CCCCN(Cc1ccccc1)S(=O)(=O)c1cc2c(cc1Br)CC(C)N2C(C)=O (centres undefined)	5.2	42.0	-11.0
Cc1c(C(=O)Nc2ccccn2)oc2ccc(Br)cc12	0.3	-2.8	-1.2
COc1ccc(S(N)(=O)=O)cc1C(=O)NNC(=O)CN(C)S(=O)(=O)c1ccc(Cl)cc1	6.6	4.7	-5.7
COc1ccccc1OCc1ccc(C(=O)NCC2CCCO2)cc1 (centres undefined)	-0.5	5.3	-3.2
Cc1ccc(S(=O)(=O)N2CCCN(C(=O)CNC(=O)c3cccc(C)c3)CC2)cc1	-1.9	-1.8	3.7
Cn1c(=O)c2c(ncn2CC(=O)NC[C@H]2O[C@@H](n3cnc4c(N)ncnc43)[C@H](O)[C@@H]2O)n(C)c1=O	-1.3	-4.7	-6.5
O=C(CN1C(=O)/C(=C2/SC(=S)N(CCS(=O)(=O)O)C2=O)c2ccccc21)Nc1cccc(C(F)(F)F)c1	-1.1	-0.1	-3.3
Cc1ccc(Cc2nnc(SCC(=O)Nc3ccccc3)n(N)c2=O)cc1	0.5	10.0	-4.5
CN(C(=O)c1cccc(NC(=O)Cc2cccc(NC(=O)C3CCCN(C(=O)C4CCCC4)C3)c2)c1)C1CC1 (centres undefined)	-1.6	6.9	-4.7

(cont.)
The line under a structure holds: CRFR2-BP ag	CRFBP-R2 block	GalR3 antagonist
- COc1ccc(C(=O)N2CCc3ccccc3C2)cc1S(=O)(=O)N1CCCC1
→ 0.5	-4.8	-3.9
- O=C(c1cccc(S(=O)(=O)NCc2ccccc2)c1)N1CCN(c2ccccc2)CC1
→ -4.7	-17.5	-6.3
- O=C(Nc1ccc(N2CCOCC2)c(S(=O)(=O)Nc2ccccc2Cl)c1)c1ccc(F)cc1
→ 18.7	-12.3	-1.4
- C=C1c2cccc(C(F)(F)F)c2O[C@H](C(=O)OCC)[C@H]1OC
→ -8.3	3.7	-4.2
- CC1CCN(C(=O)CSc2nnc(-c3ccco3)n2N)CC1
→ -1.3	-5.4	-6.0
- COc1ccc(C(=O)Nc2cc(S(=O)(=O)N3CCCCC3)ccc2OC)cc1
→ -0.3	-2.3	-4.3
- COC(=O)c1ccccc1N=NNc1ccc([N+](=O)[O-])cc1
→ -0.5	-1.6	-6.6
- O=C(Nc1ccccc1)C1CCN(S(=O)(=O)c2ccc3c(c2)OCCO3)CC1
→ 0.8	-8.0	2.6
- Cc1cccc(C(=O)N=C2SC3CS(=O)(=O)CC3N2c2ccccc2)c1 (centres undefined)
→ 1.7	-2.0	-3.2
- Cc1ccc(S(=O)(=O)N2C[C@@H]3[C@H]4CC[C@H](C4)[C@@H]3[C@@H](C)C2CC(=O)c2ccccc2)cc1 (some centres undefined)
→ 5.6	5.4	-6.0
- Cc1cc(NC(=O)COc2ccc3ccccc3c2Br)no1
→ 2.8	-22.3	-1.7
- COc1ccc(CN2C(=O)C(CC(=O)NCCc3ccccn3)CC(C(=O)N(C)C)=C2C)cc1 (centres undefined)
→ -0.1	-3.1	-4.5
- COc1cccc(CN(CC(=O)NCc2ccccc2)S(=O)(=O)CCl)c1
→ -2.9	11.6	-4.2
- CC(=O)Nc1cccc(NS(=O)(=O)c2cc3c4c(c2)CCN4C(=O)CC3)c1
→ 3.4	-11.5	-2.1
- Cc1ccsc1/C=C1\Oc2cc(O)ccc2C1=O
→ 72.4*	-32.4	-6.8
- CC(C)(C)OC(=O)N1CCC[C@H]1C(=O)OCC(=O)Nc1cc(S(C)(=O)=O)ccc1Cl
→ -1.2	10.7	-7.7
- CN(C)C1=NCCN1CCc1ccc(F)cc1
→ 2.0	4.9	-5.4
- O=C(CN1C(=O)NC2(CCOc3ccccc32)C1=O)c1ccc(Cl)cc1 (centres undefined)
→ -0.2	-12.3	-5.5
- Cc1nc(NC(=O)COC(=O)C2CC3CCCC(C2)C3=O)c(Cl)cc1Cl (centres undefined)
→ -2.3	13.9	-5.6
- COc1ccccc1N1CCN(C(=O)c2ccc(COc3cccc4c3OC(C)(C)C4)cc2)CC1
→ -0.9	11.8	-4.9
- O=C(C[C@H]1C[C@H](C(=O)N2CCOCC2)[C@@]2(CCC3CCCC3)c3[nH]c4ccc(Cl)cc4c3CCN2C1=O)NCc1ccco1
→ -7.4	2.0	-4.0
- COc1ccc2c(c1)OC[C@H]1[C@H]2N2C(=O)CN(Cc3ccc(C)cc3)C(=O)[C@@]2(C)[C@H]1c1ccccc1
→ 5.1	-9.1	-8.4
- CCCCOc1ccc(C(=O)NCC(=O)NCCOc2ccccc2OC)cc1
→ -0.8	5.5	-3.3
- CCN(CC)CCn1c2c(c(SCC(=O)Nc3cccc4ccccc34)nc1=O)CCCC2
→ 0.3	-6.7	-3.1
- COCCN(C(=O)CCCc1nc2ccccc2s1)c1c(N)n(CC(C)C)c(=O)[nH]c1=O
→ -0.5	4.2	-2.5
- NC(=S)N=Nc1c(O)cc(O)c2[nH]c(=O)ccc12
→ -3.1	14.6	-4.2
- CC(=O)c1c(C)[nH]c(C(=O)CN2C(=O)NC3(CCCCC3)C2=O)c1C
→ -0.8	-18.1	0.7
- CC(C)c1ccccc1OCC(=O)Nc1nnc(C2CC2)s1
→ 0.0	0.7	-4.9
- COc1ccc(N2CC(NS(=O)(=O)c3cccs3)CC2=O)cc1OC (centres undefined)
→ 1.4	-2.2	-2.9
- CCOCc1c(C(=O)Nc2ccccc2N2CCN(C)CC2)oc2ccccc12
→ -1.6	1.1	-2.2

Of the compounds above, 14 have fluorine.
The line under a structure holds: CRFR2-BP ag	CRFBP-R2 block	GalR3 antagonist
- CN(CC(=O)Nc1ccccc1N1CCCC1)S(=O)(=O)c1ccc(F)cc1
→ -1.1	-13.9	-3.5
- CC1(C)C(=O)Nc2ccccc2N1C(=O)COC(=O)CSc1ccc(F)cc1
→ 1.0	-0.3	0.9
- CNC(=O)c1ccc(NC(=O)C2CCN(S(=O)(=O)c3cccc(C(F)(F)F)c3)CC2)cc1
→ 0.7	-7.7	-6.9
- O=C(CSc1ccccc1)N1CCN(c2ccc(F)cc2)CC1
→ -2.9	21.6	-8.5
- N#CCCN(C(=O)COC(=O)CNC(=O)c1cccs1)c1ccc(F)cc1
→ 3.8	-25.1	0.0
- O=S1(=O)c2c(F)cccc2O[C@@H](COCc2ccccc2)CN1CCc1ccc(F)cc1
→ 10.3	-9.9	-6.8
- CN(C(=O)COC(=O)/C=C/c1ccc(C(F)(F)F)cc1)c1c(N)n(Cc2ccccc2)c(=O)[nH]c1=O
→ -1.1	-2.0	-3.4
- COc1ccccc1CCC(=O)N1CCN(S(=O)(=O)c2cc(C(F)(F)F)ccc2Cl)CC1
→ -0.1	5.4	-2.6
- COc1ccc(-c2noc(CCC(=O)N3CCN(c4ccc(C(F)(F)F)cc4)CC3)n2)cc1
→ 7.8	0.5	-3.0
- O=C(C1CCCN1C(=O)c1cccs1)N1CCN(S(=O)(=O)c2ccc(F)cc2)CC1 (centres undefined)
→ -1.2	4.5	-5.3
- O=C(CN1C(=O)/C(=C2/SC(=S)N(CCS(=O)(=O)O)C2=O)c2ccccc21)Nc1cccc(C(F)(F)F)c1
→ -1.1	-0.1	-3.3
- O=C(Nc1ccc(N2CCOCC2)c(S(=O)(=O)Nc2ccccc2Cl)c1)c1ccc(F)cc1
→ 18.7	-12.3	-1.4
- C=C1c2cccc(C(F)(F)F)c2O[C@H](C(=O)OCC)[C@H]1OC
→ -8.3	3.7	-4.2
- CN(C)C1=NCCN1CCc1ccc(F)cc1
→ 2.0	4.9	-5.4
